# Assay outcomes: PubChem BioAssay, several laboratories
# CHT inh: human CHT choline transport inhibition; AID 488975; Q9GZV3; CHT-expressing cells, membrane potential dye, choline response; stronger effect = lower value; B-score at 10 µM; 310,000 tested, 0.86% active;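 active means B-score over 3 SD under the library average, and starting fluorescence ratio not unusually high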;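 further: choline stimulus applied at its EC90 after an EC20 pre-addition; B-score computed on integrated fluorescence ratio after choline addition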
# Target sequence (Q9GZV3 whole entry, looked up): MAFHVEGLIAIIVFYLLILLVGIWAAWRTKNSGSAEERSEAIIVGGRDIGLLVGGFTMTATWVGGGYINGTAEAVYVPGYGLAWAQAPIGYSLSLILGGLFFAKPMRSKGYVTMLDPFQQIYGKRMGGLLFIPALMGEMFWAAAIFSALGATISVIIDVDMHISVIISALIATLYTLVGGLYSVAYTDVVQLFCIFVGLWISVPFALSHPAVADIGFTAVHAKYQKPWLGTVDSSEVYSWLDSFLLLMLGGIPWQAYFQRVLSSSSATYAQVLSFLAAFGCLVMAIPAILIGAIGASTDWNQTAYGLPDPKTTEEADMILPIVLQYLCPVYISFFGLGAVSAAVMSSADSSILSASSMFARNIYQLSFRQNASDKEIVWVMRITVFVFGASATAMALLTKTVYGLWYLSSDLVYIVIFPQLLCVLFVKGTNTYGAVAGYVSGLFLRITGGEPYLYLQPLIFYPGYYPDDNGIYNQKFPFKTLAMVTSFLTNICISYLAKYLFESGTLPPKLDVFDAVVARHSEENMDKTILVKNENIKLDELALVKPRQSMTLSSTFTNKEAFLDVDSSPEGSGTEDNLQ
# STK33 inh: inhibitors of human STK33 kinase | 320,000 tested, 0.073% active | purified STK33, MBP phosphorylation, ADP-Glo luminescence | inhibition, % at 10 µM | Q9BYT3;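 active means inhibition at or above 25%, using the most active replicate where run in duplicate; inactive means inhibition below 25%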
# Target sequence (Q9BYT3 whole entry, looked up): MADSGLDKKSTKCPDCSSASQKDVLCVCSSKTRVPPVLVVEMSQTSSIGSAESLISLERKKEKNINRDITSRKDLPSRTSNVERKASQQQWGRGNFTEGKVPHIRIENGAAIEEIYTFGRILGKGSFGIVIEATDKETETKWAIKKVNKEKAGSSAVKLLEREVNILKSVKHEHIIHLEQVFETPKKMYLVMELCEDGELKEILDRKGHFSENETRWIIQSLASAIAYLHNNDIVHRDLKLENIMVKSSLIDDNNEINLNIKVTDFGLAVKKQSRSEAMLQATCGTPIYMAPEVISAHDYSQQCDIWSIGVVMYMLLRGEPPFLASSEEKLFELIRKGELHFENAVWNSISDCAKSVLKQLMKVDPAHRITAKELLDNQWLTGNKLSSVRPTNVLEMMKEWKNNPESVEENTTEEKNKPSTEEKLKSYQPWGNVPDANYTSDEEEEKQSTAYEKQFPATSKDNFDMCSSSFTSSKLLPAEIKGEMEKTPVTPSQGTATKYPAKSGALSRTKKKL
# CHT PAM: allosterically activates the human high affinity choline transporter | Q9GZV3 | CHT-expressing cells, membrane potential dye, choline EC20; stronger effect = higher value; LV-AA mutant CHT in HEK293 cells | B-score at 10 µM | 310,000 tested, 0.49% active;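 active means initial fluorescence not abnormally high and integrated response B-score, plate-corrected, over 3 SD above library mean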
# An asterisk follows results filed as active; i = inactive; . = not tested or not shown.
# Fields – CHT inh	STK33 inh	CHT PAM
CCCN1CCN(C(=O)Cn2cnc3sc(C)c(S(=O)(=O)N4CCC(C)CC4)c3c2=O)CC1
 : i	-0.6	i
CC(C)C(=O)N(c1cc2sc(=O)oc2c2ccccc12)S(=O)(=O)c1cccs1
 : i	14	i
O=C1c2ccc([N+](=O)[O-])cc2S(=O)(=O)N1Cc1ccccc1
 : i	-1.0	i
CCCc1cc2c(cc1NC(=O)c1ccco1)OCO2
 : i	-0.9	i
c1ccc(-c2ccc3nnnn3n2)cc1
 : i	-1.3	i
CCCN=CC1=C(O)CC(c2ccccc2)CC1=O (stereo not given)
 : i	0.2	i
O=S(=O)(NC1=NCCC1)c1cccs1
 : i	-0.4	i
NC(=O)c1nsc(C(=O)N(c2ccc(Cl)cc2)C(C(=O)NCC2CCCO2)c2cccs2)c1N (stereo not given)
 : i	-0.7	i
CCOc1ccc(S(=O)(=O)NCc2ccccn2)cc1NC(=O)c1ccccc1F
 : i	-1.3	i
Cc1cccc(-n2ncc3c(NCCCn4ccnc4)ncnc32)c1
 : i	-0.1	i
Cc1cc(OCC(=O)N2CCOCC2)ccc1[N+](=O)[O-]
 : i	2.2	i
O=C(C1=C[C@@H](c2ccc(Br)cc2)C[C@@H](OCc2ccc(CO)cc2)O1)N1CCN(Cc2ccc3c(c2)OCO3)CC1
 : i	0.6	i
CCN(c1ccccc1)P(=O)(Nc1ccccc1)Nc1ccccc1
 : i	-1.0	i
Cc1cc([N+](=O)[O-])nn1CC(=O)Nc1ccc(Cl)cn1
 : i	-0.9	i
COCCNC(=O)C(=O)NCC1OCCN1C(=O)c1ccc(Cl)cc1 (stereo not given)
 : i	0.0	i
O=C(Nc1ccc(Br)cc1)c1cc(S(=O)(=O)Nc2ccccn2)ccc1Cl
 : i	-25	i
Clc1ccc(N=c2ssnc2Cl)cc1
 : i	0.1	i
COc1cccc(C(=O)c2c[nH]c(C(=O)NCCCN(C)C)c2)c1
 : i	-0.4	i
COc1cc(NS(=O)(=O)c2ccc(NC(=O)/C=C/c3ccc([N+](=O)[O-])cc3)cc2)ncn1
 : i	1.2	i
CC(C)C[C@H](NC(=O)N1CC(=O)Nc2ccccc21)C(=O)N[C@H](C(=O)O)c1ccccc1
 : i	0.2	i
CCS(=O)(=O)n1nc(-c2ccccc2)nc1N
 : i	0.4	i
COc1cc2cc(/C=C/C(=O)c3ccco3)c(Cl)nc2cc1OC
 : i	-4.5	i
Cc1ccc(NC(=O)CSc2nnc(CSc3nc(C)cc(C)n3)n2Cc2ccco2)c(C)c1
 : i	3.5	i
Cc1ccc(/C=C2/NC(=O)N(Cc3ccccc3)C2=O)s1
 : i	-0.7	i
COc1ccccc1OCC(=O)/C=C1/N(C)c2ccccc2C1(C)C
 : i	0.6	i
Oc1ccc(/C=N/Nc2ccc(Cl)nn2)c(O)c1O
 : i	2.2	i
CC(=O)OCc1c(C(F)(F)F)nn(C)c1SCc1ccc(Cl)cc1
 : i	2.4	i
O=C(COC(=O)c1ccccc1NC(=O)c1ccco1)NCCC1=CCCCC1
 : i	-1.6	i
CCOC(=O)C1=C(c2ccccc2)NC(SCC(=O)Nc2ccc(C)cc2)=C(C#N)C1c1ccco1 (stereo not given)
 : i	-0.2	i
O=C(COc1ccc([N+](=O)[O-])cc1Cl)Nn1cnnc1
 : i	-0.5	i
Cc1cccc(CN2C(=O)/C(=C\c3ccc(C(=O)NCCN4CCOCC4)cc3)Sc3ccccc32)c1
 : i	-1.1	i
O=C(CCCc1ccccc1)Nc1ccccn1
 : i	0.5	i
COC(=O)[C@]1(Cc2ccccc2)N[C@H](c2ccc(-c3cccc(Cl)c3)cc2)[C@@H]2C(=O)N(C)C(=O)[C@@H]21
 : i	0.9	i
Cc1cc(-c2ccc(C)c(S(=O)(=O)NCc3ccc(OC(C)C)cc3)c2)on1
 : i	-0.4	i
COC(=O)c1sccc1NC(=O)C1C2C=CC(C2)C1C(=O)O (stereo not given)
 : i	-1.3	i
COc1ccc(NC(=O)c2cc(Cl)ccc2NC(=O)c2ccco2)c(OC)c1
 : i	0.3	i
CC1CCCCC1NC(=O)C(Cc1ccccc1)NS(=O)(=O)c1cccs1 (stereo not given)
 : i	-0.6	i
COc1ccc(C2=C(C=O)Cc3ccccc3O2)cc1
 : i	0.8	i
CCOC(=O)CN1C(=O)C(CC)Oc2ccccc21 (stereo not given)
 : i	-0.2	i
CCC(=O)Nc1cccc(C2=NN(c3ccccc3)C(c3ccc(OC)cc3)C2)c1 (stereo not given)
 : i	-0.1	i
CC(=O)c1ccc(NC(=O)COC(=O)CCN2C(=O)c3cccc([N+](=O)[O-])c3C2=O)cc1
 : i	-2.1	i
CC1(C)CC(=O)C2=C(C1)OC(N)=C(C#N)C2c1ccoc1 (stereo not given)
 : i	-0.9	i
C=CCNc1cnn(-c2ccc(C)cc2)c(=O)c1Cl
 : i	0.2	i
CCCN(CCO)Cc1ccc(Br)cc1
 : i	0.2	i
CCOC(=O)N1CCC(N2CCN(S(=O)(=O)c3ccc(OC)cc3)CC2)CC1
 : i	-0.9	i
COc1ccc(NC(=O)C2=CC(c3ccco3)=NS(=O)(=O)N2C)cc1OC
 : i	-1.7	i
Cc1ccc(Cl)cc1N1CCN(C(=O)Cc2c(C(=O)O)[nH]c3ccc(Cl)cc23)CC1
 : -7.6*	-1.0	i
O=C(NCCCN1CCCC1=O)Nc1ccc(Br)cc1Cl
 : i	-0.1	i
CCn1c(=S)[nH]c2sc3c(c2c1=O)CCCCC3
 : i	0.8	i
COC(=O)c1cccc(NC(=O)NC(=O)c2ccc(Cl)cc2)c1
 : i	0.0	i
COC(=O)c1ccc(C2NCCc3cc(OC)c(OC)cc32)cc1 (stereo not given)
 : i	-1.2	i
Cc1cccc(C(C)C)c1NC(=O)COC(=O)CCN1C(=O)C2CC=CCC2C1=O (stereo not given)
 : i	-2.0	i
COc1ccc(-c2cc(C(=O)N(C)CCc3ccc(OC)c(OC)c3)c3ccccc3n2)cc1
 : i	-2.0	i
CCC(CC)C(=O)Nc1cccc(C(=O)Nc2nnc(C)s2)c1
 : i	-1.1	i
COc1ccc(NC(=O)c2c(C)cc(=O)oc2C)c(OC)c1
 : i	-0.6	i
CCn1c(SCC(=O)N(C)c2c(N)n(Cc3ccccc3)c(=O)[nH]c2=O)nc2ccccc21
 : i	0.5	i
Cc1cc(C)cc(NC(=O)c2oc3ccccc3c2COc2ccccc2)c1
 : i	0.5	i
COCCNC(=O)c1ccc(CN2CCOCC2)cc1
 : i	0.6	i
O=c1[nH]c(CSc2nc3ccccc3s2)nc2ccccc12
 : i	1.4	i
CC1(C)C([N+](=O)[O-])C(c2ccccc2O)NC(c2ccccc2O)C1[N+](=O)[O-] (stereo not given)
 : i	0.2	i

# Given with each value named: part of the list above.
CCn1c(SCC(=O)N(C)c2c(N)n(Cc3ccccc3)c(=O)[nH]c2=O)nc2ccccc21
  CHT inh: i	STK33 inh: 0.5	CHT PAM: i
CCCN(CCO)Cc1ccc(Br)cc1
  CHT inh: i	STK33 inh: 0.2	CHT PAM: i

# In a second layout: 2 of the compounds above.
Molecule | CHT inh | STK33 inh | CHT PAM
COC(=O)c1cccc(NC(=O)NC(=O)c2ccc(Cl)cc2)c1 | i | 0.0 | i
COC(=O)c1ccc(C2NCCc3cc(OC)c(OC)cc32)cc1 (stereo not given) | i | -1.2 | i

# The listing continues.
# Fields – CHT inh	STK33 inh	CHT PAM
CCc1noc(C)c1C(=O)Nc1nc(-c2ccc(OC)c(OC)c2)cs1
 : i	-2.5	i
COc1cc(C(=O)O/N=C2/C=C(C)C(=O)C=C2C)cc(OC)c1OC
 : i	-0.2	i
Cc1cc(NC(=O)c2cnn3cccnc23)nn1CC(=O)Nc1cccnc1
 : i	-5.5	i
Cc1cc2c(OCC(O)CNCc3ccco3)cccc2[nH]1 (stereo not given)
 : i	-0.4	i
CN=C(C)/C(C(=O)OC)=C(/O)c1ccc(Cl)cc1Cl
 : i	-0.2	i
COc1cc(CO)ccc1Oc1nnnn1-c1ccc(C(N)=O)cc1
 : i	-0.5	i
NC(=S)Nc1cccc(-c2n[nH]c(=S)o2)c1
 : i	-1.4	i
Cc1cccc(C)c1-n1c(C)cc(/C=C2\C(=O)NN(c3ccccc3)C2=O)c1C
 : i	-0.2	i
C/C(=N\OCc1ccc(C#N)cc1)c1ccc(S(=O)(=O)N(C)C)cc1
 : i	-1.3	i
COc1cccc(NC(=O)CSc2nnc(-c3ccoc3C)n2C)c1
 : i	-0.9	i
Cc1ccc(NC(=O)OCc2ccccc2S(C)=O)cc1 (stereo not given)
 : i	-0.8	i
CCN(CC)CCCOc1ccc(C)cc1Br
 : i	0.3	i
N#CCSCC(=O)Nc1ccc(F)cc1
 : i	0.3	i
Cc1ccn(CC(=O)N2CCCC(C(=O)c3cccc4ccccc34)C2)n1 (stereo not given)
 : i	1.6	i
O=C(N/N=C/c1ccc(O)c(O)c1)c1cccc(S(=O)(=O)N2CCCC2)c1
 : i	-1.0	i
CCOc1ccccc1NC(=O)c1ccc2c(c1)C(=O)N(CC1CCCO1)C2=O (stereo not given)
 : i	0.0	i
COc1ccc(N(C(C)C(=O)N/N=C/c2ccc(OC(C)C)cc2)S(C)(=O)=O)cc1 (stereo not given)
 : i	-3.6	i
CC(Oc1ccc(Cl)cc1Cl)C(=O)NCCN1CCOCC1 (stereo not given)
 : i	-1.6	i
CC12C(=O)N(c3cccc(OC(=O)c4ccco4)c3)C(=O)C1C1c3ccccc3C2c2ccccc21 (stereo not given)
 : i	-1.2	i
COc1ccccc1NC(=S)N/N=C/c1ccc(O)cc1
 : i	4.7	i

# In the list so far, these have fluorine.
# Fields – CHT inh	STK33 inh	CHT PAM
CCOc1ccc(S(=O)(=O)NCc2ccccn2)cc1NC(=O)c1ccccc1F
 : i	-1.3	i
CC(=O)OCc1c(C(F)(F)F)nn(C)c1SCc1ccc(Cl)cc1
 : i	2.4	i
N#CCSCC(=O)Nc1ccc(F)cc1
 : i	0.3	i

# Further compounds
# Fields – CHT inh	STK33 inh	CHT PAM
N#Cc1ccc(Cl)cc1NC(=O)CNCc1cccs1
 : i	-0.4	i
O=C(NC1CCCCC1)C1CC(=O)N(Cc2ccccc2)C1 (stereo not given)
 : i	-1.9	i
Cc1cc(CNC(=O)COc2c(F)c(F)cc(F)c2F)c2ccccc2n1
 : i	-1.2	i
COCc1cc(C)nc(SCc2ccccc2)c1C#N
 : i	-1.2	i
CC1=NN(C(=O)c2ccc(Cn3nc(C)c([N+](=O)[O-])c3C)cc2)C(O)(C(F)(F)F)C1 (stereo not given)
 : i	-0.6	i
CC1CCN(C(=O)c2ccccc2NS(=O)(=O)c2ccccc2)CC1
 : i	2.2	i
Cn1c(SCC(=O)Nc2sc3c(c2C#N)CCC3)nnc1C1COc2ccccc2O1 (stereo not given)
 : i	0.1	i
Cc1ccc(C(=O)N2CCN(c3ccc(N4CCOCC4)nn3)CC2)cc1
 : i	.	i
COc1ccccc1-c1ccc(=O)n(CC(=O)NCc2ccc3c(c2)OCO3)n1
 : i	-0.2	i
CCOC(=O)c1ccccc1NC(=O)c1c(N)n(C)c(=O)[nH]c1=O
 : i	-0.8	i
COc1ccc(CNS(=O)(=O)c2ccc(-n3cccn3)cc2)cc1
 : i	-0.6	i
N#C/C(=C\C1=C(N2CCOCC2)C(=C/c2cccc([N+](=O)[O-])c2)/CC1)C(=O)Nc1ccccc1F
 : i	-1.5	i
O=C(c1ccco1)N1CCN(CC(=O)N2CCCc3c2c(=O)oc2ccc(O)cc32)CC1
 : i	0.1	i
CCc1cc2ccc(OC)cc2nc1SCC(=O)N1CCN(C(=O)c2ccco2)CC1
 : i	-1.1	i
O=C(NC(=S)N1CCCCCC1)c1ccccc1
 : i	-0.6	i
Cc1nn(-c2ccccc2)c2[nH]c(=O)c(CNc3ccc4c(c3)OCCO4)cc12
 : i	-2.5	i
COc1cccc(N2CC(=O)N(NC(=O)c3sc4nc(C)cc(C)c4c3N)CC2=O)c1
 : i	-1.6	i
O=C(NNC(=O)C1CC2CCC1C2)c1ccccc1 (stereo not given)
 : i	-2.1	i
Nc1[nH]nc2nc(N3CCCC3)nc(-c3ccccc3)c12
 : i	1.6	i
CC1CCC(NC(=O)C2COc3ccccc3O2)CC1 (stereo not given)
 : i	-0.8	i
O=C(CCN1C(=O)C2C3C=CC(C3)C2C1=O)N1CCN(c2ccccn2)CC1 (stereo not given)
 : i	-0.6	i
C/C(=N/NC(=S)Nc1cccc(C)c1)c1cccc([N+](=O)[O-])c1
 : i	1.0	i
O=C(N/N=C/c1cccc([N+](=O)[O-])c1)c1nc2ccccc2c(=O)[nH]1
 : i	-1.7	i
COc1cc(-c2ccccc2)nc2ccccc12
 : i	2.6	i
Cc1nn(-c2nc3ccccc3s2)c(N)c1Sc1ccc(F)cc1
 : i	-1.4	i
O=C(Cn1sc2ccccc2c1=O)N1CCN(C(=O)c2ccco2)CC1
 : i	-1.6	i
CC1CC(C)CN(C(=O)Nc2ccccc2F)C1 (stereo not given)
 : i	-1.3	i
Cc1c(/C=N/NC(=O)c2cc(=O)[nH]c(=O)[nH]2)c2ccccn2c1C(=O)c1ccccc1
 : i	2.1	i
O=C(COC(=O)C1CCC1)Nc1cccc(S(=O)(=O)N2CCOCC2)c1
 : i	-0.1	i
Cc1cc(S(=O)(=O)N2CCCOC2CNC(=O)C(=O)NCc2ccco2)ccc1F (stereo not given)
 : i	0.3	i
COc1ccc(CCNC(=S)NNC(=O)c2c(Br)c(C)nn2C)cc1OC
 : i	-1.0	i
COc1ccc(CNc2ncnc3sccc23)cc1OC
 : i	0.5	i
O=C(O)CCc1ccc(-c2ccccc2)n1Cc1ccco1
 : i	-0.2	i
